# Compound activity as filed in PubChem.
# Mtb BioA inh: blocks M. tuberculosis BioA enzyme activity. purified M. tuberculosis BioA enzyme, plate reader. inhibition, % at 9.99 µM. 0.096% of 360,000 active; in the data active = inhibition above about 40%
# * = called active by the depositor.
SMILES,Mtb BioA inh
COc1ccccc1C(=O)Nc1ccc2c(c1)OC[C@H](C)N(C(C)=O)C[C@@H](C)[C@@H](OC)CN(C)C2=O,-1.0
COc1ccc([Si](C)(C)[C@@H]2[C@@H](CCO)O[C@]3(C(=O)N(Cc4ccccc4)c4ccc(N5CCOC5=O)cc43)[C@H]2C)cc1,-0.5
C[C@@H]1CCCCO[C@@H](CN(C)Cc2ccc(C(F)(F)F)cc2)[C@H](C)CN([C@@H](C)CO)C(=O)c2cc(N(C)C)ccc2O1,5.9
O=C(C[C@@H]1CC[C@@H]2[C@H](COC[C@H](O)CN2C(=O)c2cccnc2)O1)NC1Cc2ccccc2C1,-0.2
CO[C@H]1CN(C)C(=O)c2cccc(C#N)c2OC[C@H]2O[C@@H](CC[C@H]2OC)CCN(C)C(=O)[C@H]1C,0.6
C[C@H](CO)N1C[C@H](C)[C@H](CN(C)CC2CCOCC2)Oc2cc(Br)ccc2S1(=O)=O,1.1
C[C@@H]1CCCCO[C@H](CN(C)C)[C@H](C)CN([C@@H](C)CO)C(=O)c2cc(NC(=O)c3ccccc3)ccc2O1,-3.0
O=C(NC1CCCCC1)N[C@H]1CC[C@H](CCNS(=O)(=O)c2ccccc2)O[C@H]1CO,-2.1
COCC(=O)Nc1ccc2c(c1)OC[C@H](C)N(C)C[C@@H](C)[C@H](OC)CN(C)C2=O,0.2
C[C@@H]1CCCCO[C@H](CN(C)C(=O)CCCN(C)C)[C@@H](C)CN([C@@H](C)CO)C(=O)c2cc(NC(=O)Nc3ccc4c(c3)OCO4)ccc2O1,-2.7
CNC[C@H]1Oc2cc(C#CCC3CCCC3)ccc2S(=O)(=O)N([C@@H](C)CO)C[C@@H]1C,-0.1
CN1C(=O)c2cc(NC(=O)C3CC3)ccc2OC[C@@H]2O[C@H](CC(=O)NCCc3ccncc3)CC[C@H]21,-3.5
CO[C@@H]1CN(C)C(=O)c2ccc(NC(=O)c3cnccn3)cc2OC[C@@H](C)NC[C@H]1C,0.4
C[C@H]1CN([C@@H](C)CO)C(=O)c2cccc(NC(=O)Nc3ccccc3)c2O[C@@H]1CN(C)C(=O)Nc1cccc2ccccc12,-0.1
CCCNC(=O)N1C[C@@H](O)COC[C@@H]2O[C@H](CC(=O)N[C@@H]3CCN(Cc4ccccc4)C3)CC[C@H]21,0.7
COCC(=O)N1[C@@H]2c3ccc(-c4ccncc4)c(=O)n3C[C@@H]2[C@@H](CO)[C@@H]1C(=O)Nc1ccccc1,-1.1
C[C@@H]1CCCCO[C@@H](CN(C)Cc2ccc(C(F)(F)F)cc2)[C@H](C)CN([C@@H](C)CO)C(=O)c2cc(NC(=O)Nc3ccc(C(F)(F)F)cc3)ccc2O1,-2.7
C[C@H]1CN([C@@H](C)CO)C(=O)c2cccc(NS(=O)(=O)c3cccs3)c2O[C@H]1CN(C)C(=O)Nc1ccccc1,-1.2
C[C@H]1CN([C@@H](C)CO)C(=O)Cc2cc(NC(=O)Nc3ccc4c(c3)OCO4)ccc2O[C@H]1CN(C)Cc1ccccc1,18.4
C[C@H](CO)N1C[C@H](C)[C@@H](CN(C)Cc2ccncc2)Oc2ncc(C#CC3CCCC3)cc2C1=O,0.7
O=C(Nc1ccccc1F)N1CCCCN2[C@H](CO)[C@H](c3ccc(C4=CCCC4)cc3)[C@H]2C1,2.5
COc1ccc(C#Cc2cnc3c(c2)C(=O)N([C@@H](C)CO)C[C@H](C)[C@H](CN(C)CC2CCOCC2)O3)cc1,-1.5
C[C@@H]1CN([C@@H](C)CO)C(=O)c2cc(NC(=O)CCCN(C)C)ccc2O[C@H]1CN(C)Cc1ccc(-c2ccccc2)cc1,8.6
Cc1noc(C)c1NC(=O)Nc1ccc2c(c1)C(=O)N([C@@H](C)CO)C[C@@H](C)[C@H](CN(C)S(=O)(=O)c1cn(C)cn1)OCCCC[C@@H](C)O2,1.3
CCC(=O)NC[C@H]1[C@H](c2ccc(C3=CCCC3)cc2)[C@H](CO)N1C(=O)C1CC1,-3.0
CNC[C@H]1Oc2ccc(NS(=O)(=O)c3ccccc3)cc2C(=O)N([C@@H](C)CO)C[C@@H]1C,1.3
CO[C@H]1CN(C)C(=O)c2cc(NS(=O)(=O)c3ccccc3)ccc2OC[C@H](C)N(Cc2nccs2)C[C@H]1C,-2.6
C[C@H]1CN([C@@H](C)CO)C(=O)Cc2cc(NC(=O)Cn3cnnn3)ccc2O[C@H]1CN(C)S(C)(=O)=O,-0.7
C[C@@H]1CN([C@@H](C)CO)C(=O)c2cccc(NC(=O)Nc3ccc(C(F)(F)F)cc3)c2O[C@H]1CN(C)C(=O)NC1CCCCC1,-1.8
C[C@@H]1CN([C@@H](C)CO)C(=O)c2cc(NC(=O)NC3CCCCC3)ccc2O[C@@H](C)CCCCO[C@@H]1CN(C)S(=O)(=O)c1cn(C)cn1,-1.2
C[C@@H]1CN([C@H](C)CO)S(=O)(=O)c2ccc(-c3cncnc3)cc2O[C@@H]1CN(C)C(=O)Cc1ccncc1,-2.6
Cc1noc(C)c1NC(=O)N(C)C[C@@H]1Oc2ncc(C#CC3CCCCC3)cc2C(=O)N([C@@H](C)CO)C[C@H]1C,2.8
CN1C(=O)c2cc(NC(=O)NCc3ccccc3)ccc2OC[C@H]2O[C@H](CC(=O)O)CC[C@@H]21,0.7
O=C(C[C@H]1C=C[C@@H](NC(=O)CN2CCOCC2)[C@@H](CO)O1)NC1CCC1,-1.0
CC(C)NC(=O)N(C)C[C@@H]1OCCCC[C@H](C)Oc2ccc(NS(=O)(=O)c3ccc(Cl)cc3)cc2C(=O)N([C@@H](C)CO)C[C@H]1C,-0.7
CO[C@H]1CN(C)C(=O)c2cc(NC(=O)C3CCCC3)ccc2OC[C@H](C)N(C(C)=O)C[C@@H]1C,-1.5
C[C@H]1CN([C@@H](C)CO)C(=O)Cc2cc(NS(=O)(=O)c3cccs3)ccc2O[C@H]1CN(C)C(=O)Nc1ccccc1,-0.1
COc1ccc(S(=O)(=O)N(C)C[C@@H]2OCCCC[C@@H](C)Oc3ccc(NS(=O)(=O)c4ccccc4)cc3C(=O)N([C@@H](C)CO)C[C@H]2C)cc1,-1.5
CO[C@@H](CN(C)S(=O)(=O)c1cccc(Cl)c1)[C@H](C)CN([C@@H](C)CO)S(=O)(=O)c1cccc(Cl)c1,-0.2
C[C@@H]1CCCCO[C@@H](CN(C)C(=O)Nc2ccc(C(F)(F)F)cc2)[C@H](C)CN([C@@H](C)CO)C(=O)c2cc(NC(=O)Nc3ccc4c(c3)OCO4)ccc2O1,-2.7

# 3 compounds out of the list, arranged by length of the SMILES, lowest first:
SMILES,Mtb BioA inh
O=C(C[C@H]1C=C[C@@H](NC(=O)CN2CCOCC2)[C@@H](CO)O1)NC1CCC1,-1.0
CO[C@H]1CN(C)C(=O)c2cc(NC(=O)C3CCCC3)ccc2OC[C@H](C)N(C(C)=O)C[C@@H]1C,-1.5
CC(C)NC(=O)N(C)C[C@@H]1OCCCC[C@H](C)Oc2ccc(NS(=O)(=O)c3ccc(Cl)cc3)cc2C(=O)N([C@@H](C)CO)C[C@H]1C,-0.7

# Returning to the listing; the six compounds before the break are reprinted first.
SMILES,Mtb BioA inh
CC(C)NC(=O)N(C)C[C@@H]1OCCCC[C@H](C)Oc2ccc(NS(=O)(=O)c3ccc(Cl)cc3)cc2C(=O)N([C@@H](C)CO)C[C@H]1C,-0.7
CO[C@H]1CN(C)C(=O)c2cc(NC(=O)C3CCCC3)ccc2OC[C@H](C)N(C(C)=O)C[C@@H]1C,-1.5
C[C@H]1CN([C@@H](C)CO)C(=O)Cc2cc(NS(=O)(=O)c3cccs3)ccc2O[C@H]1CN(C)C(=O)Nc1ccccc1,-0.1
COc1ccc(S(=O)(=O)N(C)C[C@@H]2OCCCC[C@@H](C)Oc3ccc(NS(=O)(=O)c4ccccc4)cc3C(=O)N([C@@H](C)CO)C[C@H]2C)cc1,-1.5
CO[C@@H](CN(C)S(=O)(=O)c1cccc(Cl)c1)[C@H](C)CN([C@@H](C)CO)S(=O)(=O)c1cccc(Cl)c1,-0.2
C[C@@H]1CCCCO[C@@H](CN(C)C(=O)Nc2ccc(C(F)(F)F)cc2)[C@H](C)CN([C@@H](C)CO)C(=O)c2cc(NC(=O)Nc3ccc4c(c3)OCO4)ccc2O1,-2.7
C[C@@H]1CCCCO[C@@H](CN(C)Cc2ccccc2)[C@H](C)CN([C@@H](C)CO)C(=O)c2cc(NC(=O)C3CCCCC3)ccc2O1,-1.8
COc1cccc(NC(=O)N[C@@H]2CC[C@H](CC(=O)Nc3ccccc3)O[C@H]2CO)c1,5.0
COc1ccc(CN(C)C[C@@H]2Oc3c(NC(=O)Nc4ccc(C(F)(F)F)cc4)cccc3C(=O)N([C@H](C)CO)C[C@H]2C)cc1,-1.9
C[C@@H]1CCCCO[C@H](CN(C)C(=O)Nc2ccc3c(c2)OCO3)[C@@H](C)CN([C@@H](C)CO)C(=O)c2cc(NC(=O)Cc3ccccc3)ccc2O1,-4.1
COc1ccc(NC(=O)Nc2ccc3c(c2)CC(=O)N([C@@H](C)CO)C[C@H](C)[C@@H](CN(C)C(=O)Nc2ccc(F)cc2)O3)cc1,-0.4
Cc1noc(C)c1S(=O)(=O)Nc1ccc2c(c1)C(=O)N([C@H](C)CO)C[C@H](C)[C@@H](CN(C)CC1CCCCC1)OCCCC[C@@H](C)O2,-2.0
O=C(Nc1ccc(F)cc1)N1C[C@@H]2[C@H](c3ccccc31)[C@H](CO)N2C(=O)c1ccccn1,-1.6
CO[C@@H]1CN(C)C(=O)c2cc(NS(C)(=O)=O)ccc2OC[C@@H](C)N(CC2CCCCC2)C[C@@H]1C,1.1
COCC(=O)Nc1ccc2c(c1)C(=O)N(C)C[C@H](OC)[C@@H](C)CN(C(=O)Cc1ccccn1)[C@@H](C)CO2,-1.5
C[C@@H]1CN([C@@H](C)CO)C(=O)c2cc(N(C)C)ccc2O[C@@H]1CN(C)C(=O)Nc1ccc(F)cc1,-1.9
C[C@H]1CN([C@@H](C)CO)C(=O)c2cccc(NS(=O)(=O)c3cccs3)c2O[C@H]1CN(C)S(C)(=O)=O,0.7
COc1ccc(-c2ccc3c(c2)[C@@H]2[C@@H](CCN2S(=O)(=O)c2ccccc2C)[C@H](CO)N3C)cc1,0.6
COc1ccc(S(=O)(=O)Nc2cccc3c2O[C@@H](CN(C)Cc2ccccc2)[C@@H](C)CN([C@@H](C)CO)C3=O)cc1,0.1
COc1ccc(CN(C)C[C@@H]2Oc3ccc(NC(=O)Nc4ccc(F)cc4)cc3C(=O)N([C@H](C)CO)C[C@H]2C)cc1,-2.0
COCC(=O)N1C[C@@H](C)[C@@H](OC)CN(C)C(=O)c2cc(NC(=O)Nc3cccc(F)c3)ccc2OC[C@H]1C,11.5
CC(C)NC(=O)Nc1cccc2c1O[C@@H](CN(C)S(C)(=O)=O)[C@@H](C)CN([C@@H](C)CO)C2=O,-1.3
O=C(NCCc1ccccc1)[C@H]1[C@H](CO)[C@H]2Cn3c(cccc3=O)[C@@H]1N2C(=O)C1CCC1,0.4
O=C(N[C@H]1CC[C@H](CCn2cc(C3(O)CCCC3)nn2)O[C@@H]1CO)C1CC1,2.2
Cc1ccc(S(=O)(=O)Nc2ccc3c(c2)CC(=O)N([C@@H](C)CO)C[C@@H](C)[C@@H](CN(C)Cc2ccncc2)O3)cc1,2.0
COCCN(C[C@H]1[C@H](c2ccccc2)[C@@H](CO)N1C(=O)C1CC1)C(C)=O,-2.6
O=C(C[C@@H]1CC[C@@H]2[C@H](COC[C@@H](O)CN2C(=O)Nc2ccc(Cl)cc2)O1)NCCc1ccncc1,0.8
C[C@@H]1CN([C@@H](C)CO)C(=O)c2cc(NS(=O)(=O)c3cn(C)cn3)ccc2O[C@@H](C)CCCCO[C@H]1CN(C)C(=O)Nc1cccc2ccccc12,1.3
CO[C@@H]1CN(C)C(=O)c2ccc(NC(=O)C3CC3)cc2OC[C@@H](C)N(CC2CCOCC2)C[C@H]1C,-1.3
COc1ccc(S(=O)(=O)Nc2ccc3c(c2)CC(=O)N([C@@H](C)CO)C[C@@H](C)[C@@H](CN(C)S(=O)(=O)c2cccs2)O3)cc1,-2.6
CCC(=O)N1C[C@@H](C)[C@H](OC)CN(C)C(=O)c2cc(NC(=O)Nc3ccccc3)ccc2OC[C@H]1C,0.9
CC(C)NC(=O)N(C)C[C@@H]1OCCCC[C@H](C)Oc2ccc(NC(=O)Nc3ccc4c(c3)OCO4)cc2C(=O)N([C@H](C)CO)C[C@@H]1C,0.5
Cc1noc(C)c1S(=O)(=O)Nc1ccc2c(c1)C(=O)N([C@H](C)CO)C[C@H](C)[C@H](CN(C)C(=O)Nc1ccc3c(c1)OCO3)OCCCC[C@H](C)O2,2.9
C[C@H](CO)N1C[C@H](C)[C@@H](CN(C)C(=O)c2cnccn2)Oc2ncc(C#CCN(C)C)cc2C1=O,0.4
COc1cccc(-c2cnc3c(c2)C(=O)N([C@@H](C)CO)C[C@H](C)[C@@H](CN(C)Cc2ccccc2)O3)c1,2.6
Cn1cnc(S(=O)(=O)N[C@H]2CC[C@H](CC(=O)N3CCN(c4ccccc4)CC3)O[C@H]2CO)c1,0.0
C[C@@H]1CN([C@@H](C)CO)C(=O)c2cc(NS(=O)(=O)c3cccs3)ccc2O[C@@H]1CN(C)S(=O)(=O)c1ccc(Cl)cc1,-0.7
C[C@H](CO)N1C[C@H](C)[C@H](CN(C)C(=O)c2ccc3c(c2)OCO3)Oc2cc(-c3ccncc3)ccc2S1(=O)=O,0.4
CO[C@H]1CC[C@@H]2CCOc3c(C#N)cccc3C(=O)N(C)C[C@H](c3ccccc3)CC(=O)N(C)C[C@H]1O2,-0.7
O=C(C[C@H]1CC[C@H](NC(=O)Nc2ccccc2F)[C@@H](CO)O1)NCc1ccc(Cl)cc1,-2.3
CCCN(C)C[C@@H]1Oc2cc(Br)ccc2S(=O)(=O)N([C@H](C)CO)C[C@@H]1C,-0.6
COCC(=O)Nc1ccc2c(c1)C(=O)N(C)C[C@@H](OC)[C@H](C)CN(C(=O)c1ccncc1)[C@H](C)CO2,0.8
O=C(C[C@@H]1C=C[C@@H](NC(=O)Nc2ccc(F)cc2)[C@H](CO)O1)NCc1ccccn1,-2.5
COc1cccc(CN2[C@H](CO)[C@@H]3c4ccccc4N(C(=O)c4cccnc4)C[C@@H]32)c1,3.3

# A portion of the library, so the mix of outcomes need not match the whole.
